# Screening results deposited in PubChem by several laboratories.
# Mcl1 Noxa PPI: Mcl-1/Noxa binding inhibitors, primary screen, biochemical, TR-FRET, 1536-well; Induced myeloid leukemia cell differentiation protein Mcl-1 (Homo sapiens), Q07820; TR-FRET Mcl-1/Noxa peptide binding, 2 h; inhibition, % at 21.7 µM; 220,000 tested, 1.5% active;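 active = compounds that cut the protein-peptide binding signal by more than 50% relative to plate controls in a single-dose test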;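 also: His-tagged Mcl-1 with rhodamine Noxa BH3 peptide and terbium anti-His antibody; 0% = Mcl-1 plus Noxa peptide wells and 100% = peptide-only wells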
# Target sequence (Q07820 whole entry, looked up): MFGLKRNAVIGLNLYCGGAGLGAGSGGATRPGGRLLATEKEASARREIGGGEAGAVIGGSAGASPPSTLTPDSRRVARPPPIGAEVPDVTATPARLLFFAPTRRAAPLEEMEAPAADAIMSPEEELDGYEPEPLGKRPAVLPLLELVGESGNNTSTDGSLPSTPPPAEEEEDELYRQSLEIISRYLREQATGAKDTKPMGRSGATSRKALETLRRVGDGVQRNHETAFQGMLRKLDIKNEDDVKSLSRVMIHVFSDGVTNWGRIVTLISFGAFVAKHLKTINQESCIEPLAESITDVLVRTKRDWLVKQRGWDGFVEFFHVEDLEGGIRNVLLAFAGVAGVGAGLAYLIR
# RGS8-Gao reg: RGS8-Galphao binding modulators, primary screen, biochemical, multiplexed bead flow cytometry | Guanine nucleotide-binding protein G(o) subunit alpha (Homo sapiens), P09471 | actives lie on both sides | response (percent of control binding), % at 10 µM | 220,000 tested, 0.34% active; in the data active = response below about 60% or above about 140%; inactive = in between;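 also: Galphao activated as the GDP aluminium fluoride complex binding bead-coupled RGS8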
# ABCB1 inh: ABCB1 efflux pump inhibitors, primary screen, cell-based, multiplex, flow cytometry, ABCG2 counter-screen; ATP-dependent translocase ABCB1 (Homo sapiens), P08183; CCRF-Adr cells, JC-1 efflux; inhibition, % at 6.6 µM; 190,000 tested, 0.067% active; AID 1326, 2008; in the data active = inhibition above about 40%;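 also: 0% = vehicle and 100% = reference inhibitor; higher value means more JC-1 retained so stronger ABCB1 efflux block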
# RGS4-Gao reg: modulators of RGS4 binding to Galphao, primary screen, biochemical, multiplexed bead flow cytometry | Guanine nucleotide-binding protein G(o) subunit alpha (Homo sapiens), P09471 | actives lie on both sides | binding response (% of control), % at 10 µM | 220,000 tested, 0.33% active | AID 1415, 2008; in the data active = binding response below about 49% or above about 150%; inactive = in between;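 also: fluorescent Galphao activated with aluminum fluoride binding bead-coupled RGS4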
# RGS7-Gao reg: RGS7-Galphao binding modulators, primary screen, biochemical, multiplexed bead flow cytometry. Guanine nucleotide-binding protein G(o) subunit alpha (Homo sapiens), P09471. actives lie on both sides. binding response (% of control), % at 10 µM. 220,000 tested, 0.35% active; in the data active = binding response below about 49% or above about 150%; inconclusive = no clear call, values can overlap the other calls; inactive = in between;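 also: fluorescent Galphao held in activated GDP-AlF4 state binding bead-coupled RGS7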
# Mcl1-Bid inh: Mcl-1/Bid binding inhibitors, primary screen, biochemical, TR-FRET, 1536-well | Induced myeloid leukemia cell differentiation protein Mcl-1 (Homo sapiens), Q07820 | TR-FRET Mcl-1/Bid-Dy647 peptide binding | inhibition, % at 21.7 µM | 220,000 tested, 0.97% active | AID 1021, 2008;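 active = compounds that cut the binding signal by more than half at the single screening dose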;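 also: His-tagged Mcl-1 with europium anti-His antibody binding Bid BH3 peptide; 0% = Mcl-1 plus peptide wells and 100% = peptide-only wells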
# ABCG2 inh: ABCG2 efflux pump inhibitors, primary screen, multiplex with ABCB1, IgMXP3 cells, flow cytometry; JC-1 efflux; inhibition, % at 6.6 µM; 190,000 tested, 0.1% active; AID 1325, 2008;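 active = inhibition above 80%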;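 also: 0% = DMSO and 100% = nicardipine control wells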
# Target sequence (Q9UNQ0 whole entry, looked up): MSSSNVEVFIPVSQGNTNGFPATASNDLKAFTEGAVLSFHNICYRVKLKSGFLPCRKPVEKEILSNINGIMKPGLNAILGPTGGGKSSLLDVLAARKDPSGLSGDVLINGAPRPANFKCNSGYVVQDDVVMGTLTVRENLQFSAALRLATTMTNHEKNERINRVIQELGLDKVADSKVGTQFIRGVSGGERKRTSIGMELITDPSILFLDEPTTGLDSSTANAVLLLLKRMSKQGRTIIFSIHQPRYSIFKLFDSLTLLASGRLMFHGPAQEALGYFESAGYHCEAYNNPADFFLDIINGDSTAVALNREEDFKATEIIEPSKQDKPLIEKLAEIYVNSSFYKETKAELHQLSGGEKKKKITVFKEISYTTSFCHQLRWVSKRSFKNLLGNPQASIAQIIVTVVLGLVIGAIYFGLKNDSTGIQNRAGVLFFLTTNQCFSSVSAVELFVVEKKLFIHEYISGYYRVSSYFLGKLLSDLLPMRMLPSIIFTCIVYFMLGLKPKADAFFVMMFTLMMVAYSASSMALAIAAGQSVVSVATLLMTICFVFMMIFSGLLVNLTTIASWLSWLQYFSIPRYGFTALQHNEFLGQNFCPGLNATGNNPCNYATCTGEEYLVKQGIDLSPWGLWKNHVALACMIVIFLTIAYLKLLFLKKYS
#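 Read-out basis: Efflux inhibition in percent versus controls | Test system: ABCG2 IgMXP3 and barcoded ABCB1 CCRF-Adr cell mix | Quantity: 3 million cells/mL in well | Schedule: 10 min at 25 °C | Control set: Nicardipine as high control, DMSO as low control | Reagent: JC-1 as fluorescent efflux pump substrate | Signal: Flow cytometry of retained JC-1 fluorescence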
# Avidin bead fluor: green autofluorescence of compounds with avidin beads – biophysical, 488/530 nm, flow cytometry, artefact control, profiling panel; AID 1775, 2009; fluorescence (KMESF) at 10 µM; 220,000 tested, 0.38% active; compound fluorescence 488/530 nm; hits give high values; in the data active = fluorescence above about 47; also: inactives centre near 10
# Bim-Mcl-1: inhibitors of Bim peptide binding to Mcl-1, primary screen, biochemical, bead-based flow cytometry, multiplex | AID 1009, 2008 | 190,000 tested, 0.1% active | Induced myeloid leukemia cell differentiation protein Mcl-1 (Homo sapiens), Q07820 | inhibition, % at 10 µM | Bim peptide-Mcl-1 binding; in the data active = inhibition above about 40%;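 also: 0% = no compound tracer wells and 100% = peptide blocker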
# Pf gametocyte: late stage P. falciparum gametocyte viability inhibitors, primary screen, ATP luminescence, HTS; P. falciparum stage V gametocytes, 24 h; inhibition, % at 10.9 µM; 150,000 tested, 0.065% active; AID 743093, 2013;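 active = inhibition above the mean plus 3 SD of compounds within the control limits, set per campaign, cut at about 38% in these data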;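 also: 0% = DMSO wells and 100% = medium only without gametocytes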
# GSH fluor: compound fluorescence on glutathione beads, profiling panel, artefact control, biophysical, 488/530 nm, flow cytometry; AID 1776, 2009; GSH beads flow cytometry, compound fluorescence 488/530 nm; hits give high values; fluorescence (KMESF) at 10 µM; 190,000 tested, 0.25% active; in the data active = fluorescence above about 89;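 also: glutathione beads carrying GST-tagged Bcl family fusion proteins plus one bare bead set; values are compound well signal with DMSO vehicle wells as background; inactives centre near 16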
# An asterisk follows results filed as active; ? = inconclusive; · = not tested or not shown.
SMILES,Mcl1 Noxa PPI,RGS8-Gao reg,ABCB1 inh,RGS4-Gao reg,RGS7-Gao reg,Mcl1-Bid inh,ABCG2 inh,Avidin bead fluor,Bim-Mcl-1,Pf gametocyte,GSH fluor
COc1ccc([N+](=O)[O-])cc1NC(=O)Nc1ccccc1,6,95,0.3,85,85,-2,5,8,-7,-11,9
CC(C)(C)C1CCC(=NNC(=O)CN(c2ccccc2)S(C)(=O)=O)CC1 (stereo unspecified),18,92,0.3,97,98,-26,0,0,-3,-2,6
CCc1cccc2c1NC1(CCCC1)CC2C (stereo unspecified),8,101,·,100,?,-8,·,·,·,-4,·
CC(C)C(=O)n1nc(-c2cccnc2)nc1NCc1cccs1,-4,106,0.9,106,105,-3,4,23,-5,11,10
CCS(=O)(=O)N1CCC(C(=O)N2CCN(c3ccccc3)CC2)CC1,-3,103,0.6,100,99,8,2,3,-1,·,38
O=c1c(Cc2c(F)cccc2Cl)c(O)ccn1Cc1ccc(F)cc1,-1,97,0.1,98,?,-32,8,8,0,21,15
Cc1nc(CSc2n[nH]c(=O)n2-c2ccccc2)cs1,1,100,·,98,?,-2,·,3,·,-15,·
Cc1cc(OCC(=O)Nc2ccc(S(=O)(=O)N3CCN(C)CC3)cc2)ccc1Cl,15,94,1.3,100,98,2,5,18,-5,·,21
CCc1nnc(NC(=S)Nc2ccccc2)s1,26,101,-4.0,100,100,-44,5,9,-4,6,13
CCn1c(=O)c(C(=O)NCCCO)c(O)c2ccccc21,15,103,-0.5,104,104,6,30,13,-2,·,32
O=C(/C=C/c1cccs1)N1CCCCC1,7,101,0.0,101,?,-20,0,11,0,6,11
Cc1cc(OCC(=O)NC(C)(C)C)ccc1Cl,21,102,0.3,99,100,-17,12,7,-4,-18,10
COc1ccc(CCNC(=O)c2c([S-])n(-c3ccc(C)cc3)c3cccc[n+]23)cc1,-14,98,·,103,?,-66,·,12,·,29,·
COc1ccccc1NC(=O)c1c(N=Cc2c(O)ccc3ccccc23)cnn1C,0,99,·,96,?,-1,·,3,·,10,·
CCC1CN(C(=O)Nc2cccc(C)c2)c2cc(C)ccc2O1 (stereo unspecified),-10,104,-0.2,103,101,-31,0,11,0,7,13
Cn1c(C(=O)NCCCN2CCN(c3ccccc3F)CC2)cc2c(=O)[nH]c3ccccc3c21,0,99,-0.2,98,97,-14,2,14,-2,·,22
Cc1cccc(-c2nc(CN3CCCC(C(=O)NC4CCCCC4)C3)c(C)o2)c1 (stereo unspecified),-12,99,4.4,100,98,-40,4,9,-5,-10,16
CCOC(=O)/C(C#N)=C/c1cc2ccc(C)cc2nc1Cl,-11,97,0.5,99,97,-21,3,6,-5,-13,10
COc1ccc(C(=O)Nc2cccc(OC(=O)c3ccc(C)c(C)c3)c2)cc1,3,101,1.1,98,90,-10,6,14,-4,8,44
COc1cc(/C=C2\SC(=S)N(Nc3ncc(C(F)(F)F)cc3Cl)C2=O)cc(OC)c1OC,9,105,0.6,104,106,-35,1,13,12,·,18
O=C(O)CNC(=O)c1ccc(S(=O)(=O)N2CCOCC2)cc1,16,96,1.1,114,113,10,3,17,0,14,31
N=C1/C(=C/c2coc3ccccc3c2=O)C(=O)N=C2SC(c3ccco3)=NN12,46,102,·,104,?,-82,·,7,·,·,·
COc1cc(/C=C/C(=O)O)cc(S(=O)(=O)Nc2cc(Cl)c(Cl)cc2Cl)c1OC,23,78,·,63,?,12,·,2,·,1,·
Cc1cccc(Nc2cnn(C34CC5CC(CC(CC(=O)O)(C5)C3)C4)c(=O)c2Cl)c1,-6,105,0.4,102,101,7,1,6,0,-15,30
O=C(CCC1CCCCC1)NCc1ccncc1,-29,103,0.1,106,105,-56,1,11,1,·,7

# Following part.
SMILES,Mcl1 Noxa PPI,RGS8-Gao reg,ABCB1 inh,RGS4-Gao reg,RGS7-Gao reg,Mcl1-Bid inh,ABCG2 inh,Avidin bead fluor,Bim-Mcl-1,Pf gametocyte,GSH fluor
N#C/C(=C/c1ccc(N2CCOCC2)o1)c1nc2ccccc2[nH]1,-67,95,1.6,99,94,2,3,9,-13,-13,42
O=[N+]([O-])c1cccc(/C=N/n2c(COc3ccccc3)n[nH]c2=S)c1,17,140,-1.2,118,117,-2,-4,7,-8,-5,17
COc1ccc2cc3cc(C(=O)N4CCN(c5ccccc5)CC4)oc3nc2c1,13,100,2.2,104,99,1,32,32,0,·,21
CCOc1ccc(C(=O)NCC(=O)OCC(=O)N2CCCC2)cc1,27,101,-0.3,103,?,-3,2,10,-1,7,16
Cc1ccccc1NC(=O)c1cc(S(=O)(=O)c2ccccc2)ccc1Cl,9,101,0.1,102,99,-14,0,14,1,·,23
CCN1CCCC1CNC(=O)c1ccc(N2CCCC2=O)cc1 (stereo unspecified),2,101,-0.1,102,103,-18,0,24,2,·,16
CC1CN(S(=O)(=O)c2cccc(-c3cn4ccccc4n3)c2)CC(C)O1 (stereo unspecified),3,101,14,102,102,-34,23,14,1,-4,14
O=C(NCCN1CCOCC1)c1c(F)c(F)c(F)c(F)c1F,-76,99,0.0,101,100,-116,-1,13,-6,·,26
CCOc1ccc2c(c1)OC(c1ccc(C)cc1)(C(F)(F)F)NC2=O (stereo unspecified),-9,101,0.3,100,100,0,4,14,0,7,9
Cc1cc(NC(=S)Nc2cccnc2)ccc1Br,17,102,0.1,98,99,-51,1,18,-3,-16,9
O=C(CSc1nnc(COc2ccccc2)n1-c1ccccc1)c1ccccc1,2,100,-4.7,98,97,-19,-4,12,1,12,31
CCOC(=O)c1c(N)sc(C(=O)OC)c1C,-4,105,0.0,99,103,-33,1,11,1,-21,21
CCN(CC)C(=O)CSc1nc2ccccc2n1CC(=O)N1CCN(c2ccccc2OC)CC1,-10,97,0.8,97,94,-43,1,3,0,-5,16
CCOC(=O)C(=Cc1ccc(F)cc1)C(=O)OCC,1,100,0.5,102,102,2,3,29,-1,·,22
COC(=O)Nc1ccc(S(=O)(=O)N2CCCCC2C(=O)NCc2ccco2)cc1 (stereo unspecified),-19,109,0.3,98,101,-18,1,13,-1,0,12
COc1cccc(Nc2c3c(nc4c(-c5ccccc5)c(C)nn24)CCC3)c1,21,117,3.8,102,107,-23,31,14,3,3,11
COc1ccc(C(=O)N2CCCC(c3nc(-c4cccs4)no3)C2)cc1OC (stereo unspecified),17,100,2.1,100,94,-26,5,·,-1,·,13
CC[C@@H]1CC=C[C@H]2[C@H]1C(=O)N(Cc1ccccc1)[C@H]2c1cc(C)ccc1F,-7,102,·,103,?,-3,·,15,·,·,·
O=C(c1ccco1)N1CCN(Cc2nc(-c3cccs3)no2)CC1,1,104,0.2,101,97,-2,0,6,-2,-20,18
COc1ccc2nc(N3CCCC3)c(C#N)cc2c1,5,101,0.4,102,98,1,1,32,0,·,12
COc1ccccc1C1/C(=C(/O)c2ccc(C)cc2)C(=O)C(=O)N1CC(C)O (stereo unspecified),30,105,0.1,103,105,-15,0,15,1,·,29
O=C(NC1CCS(=O)(=O)C1)C1C2CC3CC(C2)CC1C3 (stereo unspecified),-1,101,-0.8,102,119,-11,-1,55*,0,14,59
Cc1ccccc1C(=O)NC(=S)NCC1CCCO1 (stereo unspecified),16,100,0.5,100,98,-9,4,13,-1,·,33
COc1ccc(C)cc1Nc1n[n+](C)c(-c2ccc(C(=O)O)cc2)s1,2,101,·,101,?,-90,·,7,·,·,·
CN(C)c1ccc(/C=c2/sc3n(c2=O)NC2(c4ccccc4)N(C)C(=O)N(C)C2(c2ccccc2)N=3)cc1 (stereo unspecified),-10,91,1.9,100,99,1,1,3,0,·,19

# Later entries:
SMILES,Mcl1 Noxa PPI,RGS8-Gao reg,ABCB1 inh,RGS4-Gao reg,RGS7-Gao reg,Mcl1-Bid inh,ABCG2 inh,Avidin bead fluor,Bim-Mcl-1,Pf gametocyte,GSH fluor
O=C(NCc1ccccc1)[C@H]1C[C@@H]1[C@H](NP(=O)(c1ccccc1)c1ccccc1)c1ccccc1,-3,103,4.7,105,103,3,7,10,0,·,17
O=C(NNC(=O)C1CC1c1ccccc1)c1cccc([N+](=O)[O-])c1 (stereo unspecified),2,100,1.5,104,102,-12,15,6,-3,·,17
Cc1cccc(C)c1NC(=O)NN=C1CCCCC1,4,102,·,101,?,-21,·,7,·,14,·
CNc1ccccc1C(C)(C)c1cc(-c2ccc(F)cc2)no1,-12,102,0.1,106,101,-35,-1,15,-4,-5,15
CCOC(=O)c1[nH]ncc1CN1CCCC(C(=O)c2ccc(OC)c(OC)c2)C1 (stereo unspecified),15,100,1.9,99,98,-20,5,11,0,-7,13
NNC(=O)COc1ccc(-c2n[nH]c(C(F)(F)F)c2-c2ccc(Br)cc2)c(O)c1,20,118,-1.5,107,112,23,-8,11,0,13,13
CCC(=O)Nc1ccc2c(c1)nc(CCN1CCN(C)CC1)n2C,-8,102,2.2,102,98,-7,6,14,-9,·,37
O=C(COC(=O)c1cccs1)Nc1cccc(S(=O)(=O)NC2=NCCCCC2)c1,6,95,0.3,95,93,-2,2,12,-1,6,11
Cc1ccc[n+](CC(=O)/C=C2\N(C)c3ccccc3C2(C)C)c1,2,101,2.0,102,99,-11,15,12,-2,·,22
Cc1csc(SCCn2c(N3CCOCC3)nc3c2c(=O)[nH]c(=O)n3C)n1,17,101,0.5,102,101,-22,1,6,-1,·,14
Cc1ccc(-c2nnn(CC(=O)N(Cc3cccs3)C(C(=O)NC(C)(C)C)c3ccco3)n2)o1 (stereo unspecified),11,100,2.4,105,100,-5,2,6,-4,8,20
N#Cc1c(N2C(=O)Nc3ccccc3N2O)sc2c1CCCC2,24,107,-0.1,106,106,-2,0,23,-2,-11,28
Cc1ccc(SCC(=O)Nc2ccc(N3CCN(C)CC3)c(F)c2)c(C)c1,16,109,0.3,105,116,-36,0,8,1,·,20
CCN1CCN(C(c2cccs2)C(C)NS(=O)(=O)c2ccccc2)CC1 (stereo unspecified),-13,106,1.0,102,102,-11,5,25,-2,·,11
